Bioassay records (PubChem)
Rac1 GTP hydrolysis = MgcRacGAP GTPase-activating activity inhibitors, confirmation, biochemical, ADP Hunter fluorescence; MgcRacGAP-stimulated Rac1 GTP hydrolysis, ADP Hunter fluorescence; higher % means a stronger effect; GST-tagged Rac1 F28L mutant substrate; inhibition, % at 30 µM; hits with a dose series show IC50 in µM; hit rate 0.6% among 340,000;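 active = first-screen hits whose inhibition reached a set limit at any dose in the follow-up dose series; inconclusive = inhibition above the set first-screen limit but never retested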;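 also: fluorescence reports GDP produced by GAP-driven GTP hydrolysis; strong numbers were not always called active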
West Nile virus CPE = inhibition of WNV-induced cytopathic effect – cell-based, CPE readout (AID 1621). West Nile virus-infected cells, CPE inhibition; higher % means a stronger effect. CPE inhibition, % at 10 µM, or IC50 in µM where a hit was titrated. hit rate 0.02% among 290,000; in the data active = a potency from the dose series; inconclusive = CPE inhibition mostly from about 3.7% at the one dose, without a potency; inactive = the rest, 99 in 100 with CPE inhibition below about 2.2%; also: strong numbers were not always called active
Salmonella PhoP GFP = inhibitors of PhoP regulon expression, primary screen, Salmonella Typhimurium, GFP reporter (AID 1863); hit rate 0.16% among 300,000; one-dose inhibition, % at 50 µM; IC50 in µM for titrated hits; S. Typhimurium PhoP-regulated promoter GFP reporter, 4 h; higher % means a stronger effect;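 active = inhibition over 29.93%, a cutoff 3 SD above the screen mean, later confirmed by dose response; inconclusive = inhibition over 29.93% but no dose response follow-up; inactive = inhibition at most 29.93% or unconfirmed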;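 also: 0% = low Mg2+ inducing control and 100% = high Mg2+ repressing control; strong numbers were not always called active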
RSV antiviral HEp-2 = inhibition of RSV-induced cytopathic effect – HEp-2 cells, primary 10 µM value included (AID 2391). HEp-2 cells, RSV-induced CPE inhibition; higher % means a stronger effect. one-dose CPE inhibition, % at 10 µM; IC50 in µM for titrated hits. hit rate 0.13% among 310,000; in the data active = a potency from the dose series; inconclusive = CPE inhibition mostly from about 23% at the one dose, without a potency; inactive = the rest, 99 in 100 with CPE inhibition below about 21%; also: strong numbers were not always called active
SV40 large T antigen = SV40 large T antigen inhibitors, biochemical (AID 1903). SV40 large T antigen ATPase/helicase inhibition assay; higher % means a stronger effect. inhibition, % at 20 µM, or IC50 in µM where a hit was titrated. hit rate 0.39% among 310,000; in the data active = a potency from the dose series; inconclusive = inhibition mostly from about 32% at the one dose, without a potency; inactive = the rest, 99 in 100 with inhibition below about 32%; also: strong numbers were not always called active
CSM14.1 death rescue = protection against thapsigargin-triggered cell killing – 384-well, CSM14.1, ATP luminescence, primary screen (AID 1222) | CSM14.1 thapsigargin-induced death rescue, ATP luminescence; higher % means a stronger effect | 190,000 tested, under 10 active | cellular ATP content (survival), % at 20 µM, or EC50 in µM where a hit was titrated;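 active = EC50 below 50 µM in the dose-response confirmation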;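 also: death triggered by thapsigargin at about 15 µM added after 2 h compound pretreatment; cell ATP read after overnight thapsigargin exposure of roughly 18 to 22 hours; normalized against plate controls of thapsigargin alone and 5% DMSO vehicle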
GPR35 arrestin U2OS = inhibition of zaprinast-stimulated GPR35 beta-arrestin translocation – imaging, U2OS, beta-arrestin-GFP, zaprinast agonist, primary screen (AID 2058); U2OS GPR35 beta-arrestin-GFP translocation imaging, zaprinast antagonism; higher % means a stronger effect; inhibition, % at 10 µM, or IC50 in µM where a hit was titrated; hit rate 0.052% among 290,000;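 active = inhibition of at least 50% with at least 30 cells and total cytoplasm GFP at most 10,000,000; inconclusive = under 30 cells or total GFP of 10,000,000 plus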
NS5 inhibitors = Dengue-2 NS5 methyltransferase inhibitors, primary screen, biochemical, confirmation dose response (AID 588689). Dengue-2 NS5 methyltransferase capping enzyme assay, biochemical; higher % means a stronger effect. inhibition, % at 25 µM, or IC50 in µM where a hit was titrated. hit rate 0.3% among 340,000; in the data active = a potency from the dose series; inconclusive = inhibition above about 29% without an active follow-up result
LYP inhibition = inhibitors of LYP phosphatase, biochemical, fluorescence intensity, uHTS (AID 1779) | recombinant LYP phosphatase, fluorescence intensity; higher % means a stronger effect | one-dose inhibition, % at 11.5 µM; IC50 in µM for titrated hits | hit rate 0.054% among 290,000; in the data active = inhibition above about 50%;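 also: plate controls were vehicle with enzyme for no effect and no enzyme for full effect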
NS5 inhibitors pilot replicate = second read-out of NS5 inhibitors, no call of its own (marks repeat the call); inhibition, %; measured here: pilot screen replicate inhibition
* hit, by the source's call; ? = inconclusive; · = no result given; & = joins results of further samples.

A first look:
SMILES | Rac1 GTP hydrolysis | West Nile virus CPE | Salmonella PhoP GFP | RSV antiviral HEp-2 | SV40 large T antigen | CSM14.1 death rescue | GPR35 arrestin U2OS | NS5 inhibitors | LYP inhibition | others
Cc1csc2c(N3CCC(C(=O)O)CC3)ncnc12 | 6% | -0.5% | -11% | · | ? | · | -2% | 11% | 0%
O=C(COc1coc(CN2CCN(c3ccccc3F)CC2)cc1=O)Nc1ccccc1 | 8% | · | 10% | -0.5% | 12% | · | · | 1% | ·

The list itself, repeating the preview:
SMILES | Rac1 GTP hydrolysis | West Nile virus CPE | Salmonella PhoP GFP | RSV antiviral HEp-2 | SV40 large T antigen | CSM14.1 death rescue | GPR35 arrestin U2OS | NS5 inhibitors | LYP inhibition | others
Cc1csc2c(N3CCC(C(=O)O)CC3)ncnc12 | 6% | -0.5% | -11% | · | ? | · | -2% | 11% | 0%
O=C(COc1coc(CN2CCN(c3ccccc3F)CC2)cc1=O)Nc1ccccc1 | 8% | · | 10% | -0.5% | 12% | · | · | 1% | ·
O=c1[nH]c(COc2ccc(Br)cc2Cl)nc2ccccc12 | 5% | -0.9% | -4% | 31µM* | 8% | · | -4% | -5% | -1%
Cn1nc(C(=O)NNC(=O)CCc2ccccc2Cl)c2ccccc2c1=O | 9% | · | -6% | -0.4% | 11% | · | · | 8% | ·
CC(C)C(=O)NC(C)C(c1cccs1)N1CCN(C)CC1 (centres undefined) | 2% | -0.2% | -1% | -0.3% | 25% | 2.6% | 1% | -7% | -9%
CCOC(=O)c1cnn(-c2ccc(C(C)C)cc2)c1NC(=O)C1CCC1 | 7% | -0.2% | -6% | 0.7% | 1% | 3.8% | 7% | -7% | -5%
COc1cc(OC)c(OC)cc1/C=N/Nc1ncnc2c1[nH]c1ccccc12 | 8% | 2.8% | 3% | 3.8% | 4% | -2.0% | -14% | 9% | 0%
Cc1ccc(S(=O)(=O)NC(C)(C)CN2CCNCC2)cc1 | 11% | 0.4% | 14% | -0.5% | 7% | · | 14% | 8% | -8%
COc1ccc(NC(=O)C(Sc2nnc(-c3ccncc3)n2-c2ccccc2C)c2ccccc2)cc1Cl (centres undefined) | -7% | -0.7% | 39% | 12% | 13% | 3.3% | -4% | 3% | 7%
COc1ccc(CSc2nc(C)cc(=O)[nH]2)cc1Br | 6% | 0.1% | -4% | 1.7% | 0% | -2.2% | -16% | -3% | -6%
Cc1ccc2nc(/C(C#N)=C\c3ccc([N+](=O)[O-])o3)[nH]c2c1 | 14% | -1.8% | -26% | -2.7% | 12% | -0.1% | 46% | -30% | -1%
CCOc1ccc(CN2CCNC(=O)C2CC(=O)N(C)Cc2nonc2C)cc1 (centres undefined) | 0% | -0.1% | 4% | 3.0% | 8% | · | 8% | -1% | -5%
COc1ccc(C(=S)N2CCN(S(=O)(=O)c3ccccc3)CC2)cc1 | 7% | -0.2% | -1% | 1.4% | 17% | · | -16% | 2% | -8%
CCCCNC(=O)C1CCCN1C(=O)Nc1ccccc1 (centres undefined) | 1% | -0.7% | 3% | 2.0% | 5% | -0.5% | 5% | -6% | -7%
C/C(=N/NC(=O)C1CCN(S(=O)(=O)c2ccc(C)cc2)CC1)c1cccc([N+](=O)[O-])c1 | -4% | -1.0% | -6% | 1.2% | 7% | 0.5% | 1% | 3% | -9%
CC1=C(C(=O)Nc2ccccc2F)C(c2cccs2)NC(=S)N1 (centres undefined) | 6% | 0.2% | 7% | 1.8% | 28% | -0.5% | 8% | -2% | -4%
O=C(O)c1ccccc1NS(=O)(=O)c1ccccc1C(F)(F)F | 13% | 0.7% | -6% | -0.1% | 13% | -0.4% | 17% | 1% | 2%
COc1ccc(-c2nnc3sc(-c4ccccc4OC)nn23)cc1 | 3% | -0.8% | · | -2.3% | · | -1.2% | 2% | -2% | -6%
CNC(=S)N/N=C/c1c(C)nn(-c2ccccc2)c1Cl | 15% | 0.5% | -2% | 6.1% | 5% | -0.9% | -4% | 0% | -2%
CCNC(=O)c1cc(S(=O)(=O)N(C)C)c(Cl)cc1Cl | 1% | 0.4% | -3% | -0.5% | -6% | 1.1% | 2% | 5% | -8%
O=C(Nc1cccc(NC(=O)c2cccs2)c1)c1cccnc1 | 1% | -0.2% | 1% | 2.0% | 10% | -0.3% | 5% | -9% | -5%
O=S1(=O)N=C(N2CCN(Cc3ccc4c(c3)OCO4)CC2)c2ccccc21 | 15% | -0.5% | 10% | 0.3% | 4% | -0.7% | -7% | 1% | -2%
COc1ccc(OC)c(CCNC(=O)c2ccc3c(=O)[nH]c4c(C(=O)NC(C)C)sc(=S)n4c3c2)c1 | 5% | 2.5% | -9% | ? | -1% | · | -9% | -1% | 1%
COc1ccc(OC)c(C2=NNC(=NCc3ccc4c(c3)OCO4)SC2)c1 | 11% | -1.1% | 21% | 4.3% | 6% | 1.4% | 1% | 7% | 1%
COc1ccc(/C=C2/SC(=S)N(CC(=O)O)C2=O)cc1OCc1ccc(Cl)cc1 | 16% | -0.3% | 2% | 6.6% | 7% | · | 6% | >100µM* | 2%
CCCCCOc1ccc(C(=O)NC(CCC)C(=O)O)cc1 (centres undefined) | 8% | 1.7% | -15% | 0.2% | -4% | 0.3% | 8% | -3% | -8%
CCc1nnc(NC(=O)C(CC)c2ccccc2)s1 (centres undefined) | 6% | -0.6% | 4% | 0.0% | 6% | 0.5% | 7% | -2% | -4%
O=C(CSc1nnc(C2CC2)n1CC1CCCO1)Nc1cccc(Cl)c1 (centres undefined) | 7% | -0.9% | 6% | 0.6% | 4% | · | 0% | -2% | -2%
N/C(=N\OC(=O)CCN1C(=O)c2ccccc2C1=O)c1ccccn1 | 0% | 0.6% | -5% | 4.5% | 0% | 2.3% | -6% | -12% | -2%
Cc1ccc2c(c1)C(=O)c1ccccc1CS2=O (centres undefined) | 6% | -0.6% | 12% | 2.1% | 11% | -1.2% | 8% | -4% | -5%
CCOC(=O)C1=NN(C(C)=O)C2(CC(=O)N(c3cccc(C)c3)C2=O)C1 (centres undefined) | 7% | 0.3% | -13% | 2.1% | 14% | -0.6% | -9% | 4% | -4%
Cc1[nH]c(C)c(S(=O)(=O)Nc2cccc(Cl)c2C)c1C(=O)N1CCCCC1 | 6% | -0.3% | -2% | 8.9% | 3% | · | 12% | -11% | -12%
O=C(NNC(=O)c1ccccc1O)c1ccc(Cl)c(S(=O)(=O)N2CCc3ccccc32)c1 | 7% | · | 5% | 5.6% | 14% | · | · | -2% | ·
Cc1sc(N/N=C/c2cccnc2)nc1-c1ccccc1 | 5% | 0.6% | -7% | 18% | 8% | -3.0% | 13% | 4% | -4%
Cc1cccc(CSc2ncnc3ccccc23)c1 | -7% | -0.2% | 4% | -0.1% | 8% | · | 1% | 2% | 6%
Cc1ccc(C(=O)N/N=C/C2=Cc3ccccc3OC2C)cc1 (centres undefined) | 6% | -0.7% | 5% | 15% | 6% | -3.1% | -13% | 2% | -2%
Cc1ccccc1N(CC(=O)NC1CCCCC1)C(=O)CNC(=O)c1cccs1 | 2% | -0.7% | 1% | 0.4% | -1% | · | -15% | 1% | -13%
CN(c1ccccc1)S(=O)(=O)c1ccc(C(=O)NCC2CCCO2)cc1 (centres undefined) | 6% | -0.5% | -1% | 0.9% | 17% | -2.2% | -6% | 5% | -10%
COc1ccc(OC)c(C(=O)c2ccc(C(=O)N3CCN(Cc4csc(C)n4)CC3)cc2)c1 | · | -1.1% | 5% | 1.0% | 8% | -0.2% | -10% | · | 4%
Cc1cc(C(=O)NNS(=O)(=O)c2ccc(C(C)(C)C)cc2)nn1C(C)(C)C | 6% | -0.6% | 2% | -0.1% | 4% | · | -22% | 7% | -2%
O=C(NCc1ccco1)c1cc(Cl)nc(Cl)c1 | 6% | 0.0% | 14% | 0.3% | 2% | · | 6% | -5% | -11%
CC(/C=C/c1ccc(N(C)C)cc1)=N\N=C1\NC(=O)CC(C(=O)Nc2ccccc2)S1 (centres undefined) | 14% | 1.0% | 16% | 17% | 15% | -4.9% | -2% | -19% | 3%
CCOC(=O)c1[nH]c(C)c(C(=O)NC(C)(C)C)c1C | 12% | -0.1% | -7% | 1.2% | -4% | -0.7% | 0% | 3% | -4%
COc1ccccc1/C=C/C(=O)OCC(=O)NCCC1=CCCCC1 | -6% | 0.1% | 2% | 2.0% | 13% | -1.3% | -10% | -6% | 0%
CC1(C)NC(=O)N(CC(O)COc2ccccc2C(=O)Nc2ccccc2)C1=O (centres undefined) | 0% | 1.0% | 2% | 1.4% | 8% | -1.3% | -8% | -3% | 1% | NS5 inhibitors pilot replicate=5.5
CC(=O)Nc1ccc(N2CCN(Cc3ccccc3)CC2)cc1 | 11% | -0.1% | 7% | 0.5% | 7% | · | -6% | 5% | -9%
CCOC(=O)c1cn(CC)c2cc(N3CCSCC3)c(F)cc2c1=O | 2% | 0.1% | 20% | 1.0% | 4% | -3.3% | 14% | 2% | -3%
O=C(O)c1cccc(-c2ccc(/C=N/n3cnc4sc5c(c4c3=O)CCCC5)o2)c1 | · | 0.5% | -5% | -1.8% | 24% | · | -12% | · | 0%
CCC1c2ccc(C)n2CCN1C(=O)Nc1ccccc1OC (centres undefined) | 8% | 0.0% | -12% | 0.3% | 4% | -1.7% | 13% | 19% | -5%
Cc1nc(SCc2ccc(C(=O)O)cc2)nc2c1CCCC2 | -1% | 1.1% | -6% | 3.2% | 8% | 0.6% | -3% | 1% | -7%
CCOc1cc(CNCCSc2nnnn2C)cc(Br)c1OCc1ccccc1 | 14% | 0.7% | 1% | 12% | -5% | -3.4% | 1% | 1% | -4%
COC(=O)C1(C(F)(F)F)N=C2Sc3ccccc3N2C(N2CCOCC2)=N1 (centres undefined) | 1% | 0.3% | 9% | -0.6% | 2%&5% | · | 6% | -4% | 2%
COc1ccc(NC(=O)CSc2nnc(Cn3c(=O)sc4ccccc43)n2C)cc1OC | 3% | 0.1% | -1% | -0.6% | 4% | -1.2% | -1% | -7% | -1%
CN(C)c1ccc(NC(=O)CC2NCCNC2=O)cc1 (centres undefined) | ? | -0.3% | -2% | 0.9% | 10µM* | -3.1% | -2% | -3% | -5%
COc1ccc(NC(=O)CCC(=O)c2cccs2)cc1S(=O)(=O)Nc1ccccc1Cl | 6% | -1.7% | 1% | 12% | 28% | -0.4% | 18% | -11% | -1%
CCCOc1ccc(C(=O)Nc2ccc(S(=O)(=O)Nc3onc(C)c3C)cc2)cc1 | -4% | 0.5% | -2% | 1.4% | 11% | -1.9% | -5% | · | 2%
